Compound activity (PubChem BioAssay)
TEAD-YAP block: TEAD-YAP interaction inhibition; inhibition, % at 9.12 µM; HEK-TIYL cells, TEAD-Gal4/YAP UAS-luciferase luminescence; hit rate 1.4% among 640,000; in the data active = inhibition above about 32%;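 note: 0% = median of test compound wells and 100% = reference inhibitor wells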
GPR151 activ: activators of human GPR151. PathHunter beta-arrestin GPR151 cells, luminescence. activation, % at 11.2 µM. hit rate 1% among 650,000. AID 1508602; in the data active = activation above about 4.9%;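 note: 0% = median of compound wells and 100% = cells with positive control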
Target sequence (Q8TDV0 whole entry, looked up): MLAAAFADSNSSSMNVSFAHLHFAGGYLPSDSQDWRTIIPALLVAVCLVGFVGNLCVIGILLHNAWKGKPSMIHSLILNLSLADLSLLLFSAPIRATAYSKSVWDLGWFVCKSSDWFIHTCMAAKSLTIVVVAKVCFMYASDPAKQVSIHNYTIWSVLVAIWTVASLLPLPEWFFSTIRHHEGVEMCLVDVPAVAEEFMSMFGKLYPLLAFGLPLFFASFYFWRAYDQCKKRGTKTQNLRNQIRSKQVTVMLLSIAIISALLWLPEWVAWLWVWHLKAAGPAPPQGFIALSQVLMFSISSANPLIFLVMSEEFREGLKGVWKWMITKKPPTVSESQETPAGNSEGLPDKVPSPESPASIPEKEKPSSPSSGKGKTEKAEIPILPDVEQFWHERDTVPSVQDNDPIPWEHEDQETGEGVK
FBW7 activator: activators of human E3 ligase FBW7 | Q969H0 | AlphaScreen FBW7–phospho-cyclin E peptide binding, activator screen | normalized activity (activation), % at 26.1 µM | hit rate 0.13% among 650,000; in the data active = normalized activity above about 1.9%;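 note: purified mutant Fbw7 with reduced substrate affinity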
Target sequence (Q969H0 whole entry, looked up): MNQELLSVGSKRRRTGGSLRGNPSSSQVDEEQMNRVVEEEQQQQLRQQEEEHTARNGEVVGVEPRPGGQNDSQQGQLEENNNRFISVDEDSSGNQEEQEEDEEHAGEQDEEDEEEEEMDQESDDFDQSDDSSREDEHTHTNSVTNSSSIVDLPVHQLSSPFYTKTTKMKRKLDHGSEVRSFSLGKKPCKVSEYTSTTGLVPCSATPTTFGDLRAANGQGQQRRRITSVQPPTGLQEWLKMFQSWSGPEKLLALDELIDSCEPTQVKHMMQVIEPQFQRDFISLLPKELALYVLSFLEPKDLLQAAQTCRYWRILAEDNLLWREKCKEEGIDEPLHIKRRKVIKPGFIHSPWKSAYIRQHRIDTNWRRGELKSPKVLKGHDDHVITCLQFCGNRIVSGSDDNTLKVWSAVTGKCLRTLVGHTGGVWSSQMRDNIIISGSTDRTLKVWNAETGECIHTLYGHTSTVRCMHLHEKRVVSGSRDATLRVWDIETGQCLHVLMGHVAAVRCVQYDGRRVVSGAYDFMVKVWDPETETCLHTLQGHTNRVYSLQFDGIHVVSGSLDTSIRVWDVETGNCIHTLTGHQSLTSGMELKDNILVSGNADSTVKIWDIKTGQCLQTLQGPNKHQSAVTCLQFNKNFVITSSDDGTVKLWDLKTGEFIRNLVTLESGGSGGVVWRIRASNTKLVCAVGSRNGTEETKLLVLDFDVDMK
MITF primary: blocks human microphthalmia-associated transcription factor; O75030; AlphaScreen MITF homodimerization, bead proximity signal; inhibition, % at 2.6 µM; hit rate 0.91% among 650,000; AID 1259374; in the data active = inhibition above about 50%;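 note: 0% = vehicle wells with protein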
* = called active by the depositor; & = joins results of further samples. The order is random; 3.4% or so of the library scored in one or more.

How did O=C(OCc1ccc([N+](=O)[O-])cc1)c1cccc([N+](=O)[O-])c1 do in these assays?
TEAD-YAP block: -0.2; GPR151 activ: -0.9; FBW7 activator: 0.0; MITF primary: 8.3

What do the screens show for `Cc1sc2ncc(C(=O)N(CCO)C(C)C)c(=O)n2c1C`?
TEAD-YAP block: 0.2; GPR151 activ: 1.5; FBW7 activator: -0.1; MITF primary: 3.9

Results for Cc1cc(C(=O)Nc2cccc(NC(=O)c3ccccc3)c2)ccc1[N+](=O)[O-] ?
TEAD-YAP block: -11.3; GPR151 activ: 6.3*; FBW7 activator: 0.1; MITF primary: 7.8

How did C/C(CC(=O)Nc1c(C)cc(C)cc1C)=N\NC(=O)COc1cccc(C)c1 do in these assays?
TEAD-YAP block: -10.2; GPR151 activ: -1.0; FBW7 activator: 0.2; MITF primary: 15.7

How did Oc1ccc(/C=N/Nc2ccc3ccccc3n2)c(O)c1O do in these assays?
TEAD-YAP block: -30.1; GPR151 activ: -0.5; FBW7 activator: -0.6; MITF primary: 21.1

Results for CC1=C(C(=O)Nc2ccccc2)C(c2cccs2)C(C#N)=C(SCC(=O)c2ccc(Cl)cc2)N1 (centres undefined) ?
TEAD-YAP block: -4.6; GPR151 activ: -1.8; FBW7 activator: 0.2; MITF primary: -7.3

Results for CCOC(=O)c1c(C)oc2c1c1c(c3ccccc32)OCN(CC2CCCO2)C1 (centres undefined) ?
TEAD-YAP block: -46.2; GPR151 activ: -0.3; FBW7 activator: 0.1; MITF primary: 24.5

What do the screens show for `Cc1ccccc1Cn1cc(SCC(=O)N2CCCC2)c2ccccc21`?
TEAD-YAP block: -39.6; GPR151 activ: -1.7; FBW7 activator: -0.2; MITF primary: 1.3

How did O=C(C[n+]1cccc(C(=O)Nc2ccccc2)c1)c1ccc(-c2ccccc2)cc1 do in these assays?
TEAD-YAP block: -2.2; GPR151 activ: -2.2; FBW7 activator: 0.0; MITF primary: -3.8

Results for OCC1CCCN(C(=S)Nc2ccc(F)cc2)C1 (centres undefined) ?
TEAD-YAP block: 8.3; GPR151 activ: -0.6; FBW7 activator: -0.4; MITF primary: -9.9

What do the screens show for `COCCNC(=O)CCC1CCN(Cc2cc(OC)c3c(c2)OCO3)CC1`?
TEAD-YAP block: 17.8; GPR151 activ: 0.6; FBW7 activator: -0.1; MITF primary: 6.6

How did CCc1cccc(NC(=O)N[C@H]2C[C@H]3C(=O)N[C@@H](C)C(=O)N3C2)c1 do in these assays?
TEAD-YAP block: -5.2; GPR151 activ: -0.5; FBW7 activator: -0.2; MITF primary: -7.2

Results for CCOC(=O)C1CCN(C(=O)CCCN2C(=O)c3ccccc3C2=O)CC1 ?
TEAD-YAP block: 9.0; GPR151 activ: 0.4; FBW7 activator: -0.1; MITF primary: -1.3

What do the screens show for `O=S(=O)(c1cccc2nsnc12)N1CCN(C2CCCCC2)CC1`?
TEAD-YAP block: 1.9; GPR151 activ: -0.6; FBW7 activator: -0.1; MITF primary: -4.8

Results for COc1cccc(C(=O)OCC(=O)c2ccccc2)c1 ?
TEAD-YAP block: -12.0; GPR151 activ: -0.3; FBW7 activator: 0.2; MITF primary: -3.9

Results for Cc1ccc(NC(=O)C2CCN(S(=O)(=O)c3ccc(Cl)s3)CC2)cc1 ?
TEAD-YAP block: 1.9; GPR151 activ: 5.9*; FBW7 activator: 0.1; MITF primary: -16.6

How did O=c1c2c3c(sc2n2c(=S)[nH]nc2n1-c1ccccc1)CCCC3 do in these assays?
TEAD-YAP block: 1.1&-7.5; GPR151 activ: 1.5&-1.0; FBW7 activator: 0.0&0.0; MITF primary: 1.5&0.0

How did COc1ccc(CCNC(=O)CSc2nc(Nc3ccc4c(c3)OCO4)c3ccccc3n2)cc1OC do in these assays?
TEAD-YAP block: 14.1; GPR151 activ: 0.9; FBW7 activator: 0.0; MITF primary: -10.0

How did Cc1cc2nc(C)c(Cc3ccc(Cl)nc3)c(C)n2n1 do in these assays?
TEAD-YAP block: 10.9; GPR151 activ: -1.7; FBW7 activator: -0.1; MITF primary: -7.6

Results for CCc1cccc(NC(=O)c2oc(=O)c3ccccc3c2-c2ccccc2)c1 ?
TEAD-YAP block: -3.5; GPR151 activ: -0.4; FBW7 activator: 0.0; MITF primary: -2.5

How did C=CCc1cccc2cc(C(=O)Nc3ccc(S(N)(=O)=O)cc3)c(=O)oc12 do in these assays?
TEAD-YAP block: 5.6; GPR151 activ: 2.2; FBW7 activator: 0.2; MITF primary: 15.4

Results for CCN1CCN(C(c2cccc(Br)c2)c2sc3nc(C)nn3c2O)CC1 (centres undefined) ?
TEAD-YAP block: -2.7; GPR151 activ: 1.1; FBW7 activator: 0.1; MITF primary: 9.4

How did CC1=C(C)CS(=O)N(S(=O)(=O)c2ccc(Cl)cc2)C1 (centres undefined) do in these assays?
TEAD-YAP block: 15.8; GPR151 activ: -0.3; FBW7 activator: 0.6; MITF primary: 12.8

Results for C=CCOC(=O)COc1ccc2c(-c3cc4cccc(OC)c4oc3=O)cc(=O)oc2c1 ?
TEAD-YAP block: 7.6; GPR151 activ: -0.1; FBW7 activator: 0.5; MITF primary: -2.5

Results for CCCc1noc(CN2CCN(c3ccccc3)CC2)n1 ?
TEAD-YAP block: -12.1; GPR151 activ: -0.7; FBW7 activator: 0.1; MITF primary: 8.1

How did Cn1cnnc1SCC(=O)Nc1nc(-c2ccc(F)cc2)cs1 do in these assays?
TEAD-YAP block: 3.3; GPR151 activ: -0.7; FBW7 activator: 0.1; MITF primary: 6.6

How did O=C(NCCN1CCOCC1)C1CCN(Cc2ccccc2O)CC1 do in these assays?
TEAD-YAP block: 17.1; GPR151 activ: 0.4; FBW7 activator: 0.0; MITF primary: 5.2

Results for O=C(CCN1C(=O)c2ccccc2C1=O)Nc1c[nH]c(=O)[nH]c1=O ?
TEAD-YAP block: 0.8; GPR151 activ: -1.2; FBW7 activator: -0.1; MITF primary: -12.0

How did O=C(CSc1ncnc2sc3c(c12)CCCC3)c1ccc(Cl)s1 do in these assays?
TEAD-YAP block: -12.7; GPR151 activ: 1.4; FBW7 activator: -0.1; MITF primary: -15.2

Results for COc1ccc(N2C(=O)c3cccc4cccc(c34)C2=O)cc1Cl ?
TEAD-YAP block: 10.0; GPR151 activ: -0.3; FBW7 activator: 0.1; MITF primary: 12.7

Results for Cc1cc(OC(=O)c2ccccc2C)c([N+](=O)[O-])c(=O)[nH]1 ?
TEAD-YAP block: 7.1; GPR151 activ: 0.9; FBW7 activator: 0.0; MITF primary: 1.6

How did Cc1ccccc1/C=N/NC(=O)Cn1nnc2ccccc21 do in these assays?
TEAD-YAP block: 11.5; GPR151 activ: 0.7; FBW7 activator: 0.1; MITF primary: 11.6

How did CN(Cc1ncc[nH]1)C(=O)CC1C(=O)NCCN1CC(c1ccccc1)c1ccccc1 (centres undefined) do in these assays?
TEAD-YAP block: -3.1; GPR151 activ: 0.3; FBW7 activator: 0.2; MITF primary: 1.9

How did COC(=O)c1ccc(CC2(C)C(=O)Nc3ccc(-c4ccc(S(C)(=O)=O)cc4)cc32)o1 (centres undefined) do in these assays?
TEAD-YAP block: 3.4; GPR151 activ: 0.9; FBW7 activator: -0.1; MITF primary: 5.9

Results for Cc1ccc(C)c(S(=O)(=O)NCC(c2cccs2)N2CCOCC2)c1 (centres undefined) ?
TEAD-YAP block: 11.1; GPR151 activ: -1.7; FBW7 activator: 0.2; MITF primary: 4.4

Results for CCOC(=O)c1nnn(-c2nonc2N)c1CN1CCCC1 ?
TEAD-YAP block: 6.9; GPR151 activ: 0.0; FBW7 activator: 0.7; MITF primary: 13.2

What do the screens show for `CCOC(=O)c1c(CN(CC)CC)oc2ccc(O)cc12`?
TEAD-YAP block: -11.8; GPR151 activ: 0.1; FBW7 activator: -0.1; MITF primary: -7.1

Results for COc1ccccc1CNC(=O)Cn1cncc(C)c1=O ?
TEAD-YAP block: -2.4; GPR151 activ: -0.3; FBW7 activator: 0.7; MITF primary: 16.8

Results for CCC[C@@H]1NC(=O)[C@@H]2C[C@H](NC(=O)Nc3cccc(C(F)(F)F)c3)CN2C1=O ?
TEAD-YAP block: -7.5; GPR151 activ: -1.4; FBW7 activator: 0.1; MITF primary: -14.9

How did CCOc1ccc(/C=C2\N=C(c3c(-c4ccccc4)noc3C)OC2=O)c(OC(C)=O)c1 do in these assays?
TEAD-YAP block: -10.7; GPR151 activ: -0.2; FBW7 activator: 0.0; MITF primary: -2.4

What do the screens show for `CCN(CC)C(=O)C1CCN(C(=O)C2CC(Cc3ccc(F)cc3)=NO2)CC1` (centres undefined)?
TEAD-YAP block: -25.3; GPR151 activ: 0.7; FBW7 activator: 0.2; MITF primary: -25.9

Results for CCc1ccc(NC(=O)c2ccc(F)c(S(=O)(=O)NCc3ccc(F)cc3)c2)cc1 ?
TEAD-YAP block: -0.1; GPR151 activ: 0.4; FBW7 activator: 0.1; MITF primary: 0.0

How did CN(C)S(=O)(=O)c1ccc(C(=O)NC2CCCCCCC2)cc1 do in these assays?
TEAD-YAP block: -22.8; GPR151 activ: -0.2; FBW7 activator: 0.1; MITF primary: 15.3

What do the screens show for `O=C(c1ccc2c(c1)OCCO2)C1CCN(C(=S)NCCCN2CCOCC2)CC1`?
TEAD-YAP block: -7.2; GPR151 activ: 0.7; FBW7 activator: -0.1; MITF primary: -14.9

What do the screens show for `C=C(C)CN(CC)C(=O)CC1(c2ccccc2)CC(=O)N(CCCOc2cccnc2)C1=O` (centres undefined)?
TEAD-YAP block: 0.6; GPR151 activ: -0.7; FBW7 activator: -0.1; MITF primary: 8.6

What do the screens show for `Cn1cc(CN[C@H]2C[C@H]3C(=O)N[C@@H](Cc4c[nH]c5ccccc45)C(=O)N3C2)c(-c2ccccc2)n1`?
TEAD-YAP block: 2.7; GPR151 activ: -0.5; FBW7 activator: 0.0; MITF primary: 15.1

What do the screens show for `COc1ccccc1NS(=O)(=O)c1cccc(C(=O)N/N=C/c2ccc([N+](=O)[O-])o2)c1`?
TEAD-YAP block: 3.3; GPR151 activ: -0.2; FBW7 activator: -0.1; MITF primary: -0.3

Results for CCCCCSc1nnc2c(n1)OC(c1cccnc1)N(C(C)=O)c1ccccc1-2 (centres undefined) ?
TEAD-YAP block: -0.1; GPR151 activ: 2.5; FBW7 activator: 0.5; MITF primary: 3.1

Overlap with the part before: four entries, followed by the next part.
What do the screens show for `C=C(C)CN(CC)C(=O)CC1(c2ccccc2)CC(=O)N(CCCOc2cccnc2)C1=O` (centres undefined)?
TEAD-YAP block: 0.6; GPR151 activ: -0.7; FBW7 activator: -0.1; MITF primary: 8.6

What do the screens show for `Cn1cc(CN[C@H]2C[C@H]3C(=O)N[C@@H](Cc4c[nH]c5ccccc45)C(=O)N3C2)c(-c2ccccc2)n1`?
TEAD-YAP block: 2.7; GPR151 activ: -0.5; FBW7 activator: 0.0; MITF primary: 15.1

What do the screens show for `COc1ccccc1NS(=O)(=O)c1cccc(C(=O)N/N=C/c2ccc([N+](=O)[O-])o2)c1`?
TEAD-YAP block: 3.3; GPR151 activ: -0.2; FBW7 activator: -0.1; MITF primary: -0.3

Results for CCCCCSc1nnc2c(n1)OC(c1cccnc1)N(C(C)=O)c1ccccc1-2 (centres undefined) ?
TEAD-YAP block: -0.1; GPR151 activ: 2.5; FBW7 activator: 0.5; MITF primary: 3.1

How did COc1ccccc1CNC(=O)c1ccoc1C do in these assays?
TEAD-YAP block: -0.8; GPR151 activ: -0.3; FBW7 activator: 0.4; MITF primary: 5.1

What do the screens show for `CCCCNS(=O)(=O)c1ccc2nc(-c3cccnc3)cc(C(=O)NC3CC3)c2c1`?
TEAD-YAP block: 1.6; GPR151 activ: -0.3; FBW7 activator: -0.1; MITF primary: 1.9

What do the screens show for `COc1ccc(C(=O)NCC23CC4CC(C2)CC(c2ccc(C)cc2)(C4)C3)cc1`?
TEAD-YAP block: -0.6; GPR151 activ: 0.6; FBW7 activator: 0.0; MITF primary: 0.0

Results for Fc1ccc(CN2CCN(c3ccccn3)CC2)cc1Br ?
TEAD-YAP block: -5.0; GPR151 activ: 0.9; FBW7 activator: -0.1; MITF primary: 28.3

Results for O=C(NCCCO)/C(=C\c1ccc(Br)cc1)NC(=O)c1ccccc1 ?
TEAD-YAP block: -4.4; GPR151 activ: 0.3; FBW7 activator: -0.2; MITF primary: -3.2

Results for COc1ccc(C(=O)COC(=O)[C@H](C)Nc2ccc(C(F)(F)F)cc2[N+](=O)[O-])cc1 ?
TEAD-YAP block: 0.5; GPR151 activ: 3.1; FBW7 activator: 0.1; MITF primary: 0.7

How did Cc1cc(NCCO)n2nc(C)c(-c3ccccc3)c2n1 do in these assays?
TEAD-YAP block: -4.7; GPR151 activ: -0.1; FBW7 activator: 0.2; MITF primary: 14.8

How did CCCCN(C)S(=O)(=O)c1ccc(C(=O)Nc2nc3c(s2)Cc2ccccc2-3)cc1 do in these assays?
TEAD-YAP block: -0.3; GPR151 activ: 0.0; FBW7 activator: -0.1; MITF primary: 0.3

What do the screens show for `O=C(Nc1ccccc1I)c1ccc(Cl)cc1`?
TEAD-YAP block: -6.0; GPR151 activ: -0.5; FBW7 activator: 0.3; MITF primary: 8.1

Results for Clc1ccc(OCc2nc3c4c(-c5ccccc5)c(-c5ccccc5)oc4ncn3n2)cc1 ?
TEAD-YAP block: 5.7; GPR151 activ: -1.1; FBW7 activator: 0.4; MITF primary: 8.6

What do the screens show for `CCOc1cc(C(=O)NC(C)c2ccccc2)cc(OCC)c1OCC` (centres undefined)?
TEAD-YAP block: -3.7; GPR151 activ: 1.0; FBW7 activator: 0.4; MITF primary: 24.6

How did c1ccc(Oc2cc(NCCc3ccccn3)ncn2)cc1 do in these assays?
TEAD-YAP block: -27.0; GPR151 activ: 0.6; FBW7 activator: 0.0; MITF primary: -0.8

How did Cc1cc(C)n(CC(O)COc2ccc(C(=O)c3ccccc3)cc2)n1 (centres undefined) do in these assays?
TEAD-YAP block: -21.1; GPR151 activ: -0.3; FBW7 activator: 0.2; MITF primary: 16.2
